Assay outcomes from PubChem BioAssay.
dFosB act: enhances mouse delta FosB homodimer DNA binding | purified delta FosB, TAMRA-CDK5 oligo fluorescence polarization; percent of positive-control signal above neutral wells | activation, % at 25 µM | AID 493131 | actives 0.99% (n = 340,000);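 active = mean activation above about 17%, with every replicate also reaching it, limit read from the data, passing the limit was not always enough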;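 also: fluorescence polarization rise as delta FosB binds a TAMRA Cdk5 AP-1 oligo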
Target sequence (P13346 whole entry, looked up): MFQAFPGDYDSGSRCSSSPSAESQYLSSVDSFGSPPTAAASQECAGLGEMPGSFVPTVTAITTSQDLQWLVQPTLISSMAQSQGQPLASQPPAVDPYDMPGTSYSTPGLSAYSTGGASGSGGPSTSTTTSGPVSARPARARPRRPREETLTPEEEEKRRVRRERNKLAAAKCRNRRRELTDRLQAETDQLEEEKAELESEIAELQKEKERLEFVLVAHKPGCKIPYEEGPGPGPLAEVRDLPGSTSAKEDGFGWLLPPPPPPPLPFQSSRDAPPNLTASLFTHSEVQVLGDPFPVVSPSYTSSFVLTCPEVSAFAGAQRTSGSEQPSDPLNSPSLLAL
MITF act: activators of MITF-driven TRPM1 promoter activity in SK-MEL-5 cells. actives 0.75% (n = 300,000). AID 588334. activation, % at 12.5 µM. SK-MEL-5 TRPM1-promoter luciferase, 24 h; % of positive control, neutral wells = 0;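 active = mean activation of at least 80% with every replicate also reaching 80%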;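 also: 0% = neutral control wells and 100% = parthenolide positive control wells; values of inactives mirror those of a sister screen read the other way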
PvdQ acylase: blocks Pseudomonas aeruginosa PvdQ acylase activity; AID 488965; purified PvdQ acylase, fluorescence plate reader; actives 0.063% (n = 340,000); inhibition, % at 10 µM; in the data active = inhibition above about 30%, passing the limit was not always enough;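 also: 0% = vehicle neutral wells and 100% = reference inhibitor wells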
NSD2 inh: blocks human histone methyltransferase NSD2. O96028. NSD2 peptide methylation, AlphaScreen, 120 min. inhibition, % at 12.5 µM. actives 0.54% (n = 310,000). AID 743445; in the data active = inhibition above about 50%
PfHsp90 yeast 2: reduces growth (ATP signal) of yeast expressing P. falciparum Hsp90 | actives 0.32% (n = 310,000) | AID 504621 | inhibition, % at 9.4 µM | S. cerevisiae expressing PfHsp90, BacTiter-Glo ATP, 48 h; yeast lacking PDR1 and PDR3 efflux regulators;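 active = every replicate shows inhibition above about 80%, whatever the replicate mean, limit read from the data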;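 also: 0% = DMSO neutral controls and 100% = 20 µM radicicol positive controls; yeast relying on Plasmodium falciparum Hsp90 in place of its own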
CAL PDZ FP-1: inhibitors of human CAL PDZ peptide binding. Q9HD26. purified CAL PDZ, TMR-peptide fluorescence polarization, 1 h. inhibition, % at 20 µM. actives 0.02% (n = 330,000). AID 504414;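 active = highest replicate inhibition of at least 40%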;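 also: plate controls were DMSO neutral control wells for no effect and unlabeled competitor peptide control wells for full effect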
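System: purified tagged CAL PDZ domain construct (CerCALP). Schedule: 1 h incubation at room temperature before polarization reading. Medium: 25 mM sodium phosphate pH 7.4, 150 mM NaCl, TCEP, IgG, Thesit. Read-out: percent inhibition from loss of millipolarization. Measured by: FP readout, S and P plane fluorescence. Probe or stimulus: fluorescent TMR peptide probe.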
Rtt109 HAT inh: inhibitors of Candida albicans Rtt109/Vps75 histone acetyltransferase; Q5AAJ8; purified Rtt109/Vps75, ThioGlo CoA-SH fluorescence, 4 h; inhibition, % at 34.9 µM; actives 0.16% (n = 330,000);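 active = inhibition of at least 50% in every replicate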
CAL PDZ FP-2: inhibitors of human CAL PDZ peptide binding; Q9HD26; purified CAL PDZ, TMR-peptide fluorescence polarization, 1 h; inhibition, % at 24.9 µM; actives 0.92% (n = 300,000); AID 602252;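 active = mean inhibition of at least 30% with at least half of replicates also reaching 30%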;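 also: 0% = DMSO neutral control and 100% = excess unlabeled competitor peptide PRC23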
SR-BI HDL uptake: inhibitors of mouse SR-BI mediated HDL lipid uptake; inhibition, % at 12.5 µM; ldlA[mSR-BI] CHO cells, DiI-HDL uptake fluorescence, 3 h; Q61009; actives 0.96% (n = 320,000); AID 488896;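 active = mean replicate inhibition of at least 70% and a set share of replicates each scoring 70 or more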;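 also: 0% = median of neutral control wells and 100% = median of positive control wells; values of inactives mirror those of a sister screen read the other way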
Target sequence (Q61009 whole entry, looked up): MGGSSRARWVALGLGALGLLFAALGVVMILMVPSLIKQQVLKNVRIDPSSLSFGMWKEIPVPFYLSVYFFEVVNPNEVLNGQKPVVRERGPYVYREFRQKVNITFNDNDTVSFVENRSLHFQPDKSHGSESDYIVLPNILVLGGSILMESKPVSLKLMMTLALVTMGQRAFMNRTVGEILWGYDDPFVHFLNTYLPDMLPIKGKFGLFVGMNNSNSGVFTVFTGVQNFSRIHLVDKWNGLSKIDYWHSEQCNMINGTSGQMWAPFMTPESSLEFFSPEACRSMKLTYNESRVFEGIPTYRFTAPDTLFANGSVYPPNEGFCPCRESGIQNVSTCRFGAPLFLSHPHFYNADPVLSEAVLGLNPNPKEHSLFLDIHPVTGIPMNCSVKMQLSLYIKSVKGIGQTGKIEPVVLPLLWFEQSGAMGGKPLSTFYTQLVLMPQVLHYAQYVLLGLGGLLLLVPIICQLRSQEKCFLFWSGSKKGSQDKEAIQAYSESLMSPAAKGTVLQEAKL
SR-BI DiI-HDL act: SR-BI HDL lipid transfer activation; CHO ldlA[mSR-BI] cells, DiI-HDL uptake fluorescence, 3 h; 100 = double the neutral-control signal; actives 0.096% (n = 320,000); activation, % at 12.5 µM;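 active = mean replicate activation of at least 60% and every replicate at or above 60%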;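 also: 0% = median plate neutral-control signal and 100% = twice that signal; values of inactives mirror those of a sister screen read the other way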
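Test system: SR-BI-overexpressing, LDLR-lacking CHO cells; Also added: labelled HDL, 10 µg/mL; Measured by: bottom-read cell fluorescence after medium removal, ex 550/em 595 nm; Timing: 3 h uptake period with compound, 37 °C; Buffer or medium: F12, 0.5% BSA, 25 mM HEPES; Doses: single compound concentration, delivered by pin transfer.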
* = called active by the depositor; nt = not tested or not shown; & = joins results of further samples.

SMILES | dFosB act | MITF act | PvdQ acylase | NSD2 inh | PfHsp90 yeast 2 | CAL PDZ FP-1 | Rtt109 HAT inh | CAL PDZ FP-2 | SR-BI HDL uptake | SR-BI DiI-HDL act
Cc1ccc(C(=O)c2coc3ccc(O)c(CN(C)C)c23)cc1 | -8 | nt | -14 | 11 | 7 | 0.8 | 6 | nt | -5 | 5
NC(=O)c1cccc(NC(=O)CCCCC(=O)Nc2cccc(C(N)=O)c2)c1 | -9 | -6 | 5 | -4 | 17 | -0.4 | nt | -1 | -9 | 9
Cc1cc(Cl)nc2ccc(Cc3ccc4nc(Cl)cc(C)c4c3)cc12 | -4 | 5 | -23 | 0 | 0 | -3.8 | -9 | -1 | 11 | -11
CCN1CCN(Cc2ccc(NC(=O)c3ccc(C)c(NC(=O)c4cc(-c5ccc(Br)cc5)n[nH]4)c3)cc2C(F)(F)F)CC1 | -5 | 15 | 3 | nt | 29 | -2.1 | -1 | -5 | 12 | -12
CN=C(NC1CCCCC1)c1ccc([N+](=O)[O-])cc1 | 0 | 1 | -12 | -6 | 13 | -7.2 | -11 | -5 | 6 | -6
Cc1cc(OCC(=O)NCCc2c[nH]c3ccccc23)c2c(C)cc(=O)oc2c1 | -1 | 4 | 3 | nt | 10 | 0.9 | 1 | 1 | 15 | -15
CC(=O)NC(Cc1ccccc1)C(=O)NC1CCN(C(=O)c2cnccn2)CC1 (configuration not stated) | -5 | 6 | 4 | -3 | -13 | -1.9 | -5 | -5 | -36 | 36
COc1ccc(CNC(=O)c2cc(C3CC3)nc3c2cnn3C(C)C)cc1OC | -7 | -3 | 3 | -1 | 15 | -1.5 | 5 | nt | 31 | -31
O=C(Cc1ccccc1F)NNC(=O)c1cccs1 | -1 | 16 | -9 | 0 | 8 | 0.2 | 2 | -2 | 5 | -5
O=C(CN1C(=O)NC2(CCOc3ccccc32)C1=O)c1ccc(Cl)s1 (configuration not stated) | -6 | -5 | -13 | 1 | 18 | 0.2 | 10 | -11 | -1 | 1
CCCCCCSc1ccc([C@H]2N[C@@](Cc3ccccc3)(C(=O)OC)[C@H]3C(=O)N(C)C(=O)[C@@H]23)cc1 | 9 | -3 | -24 | nt | 1 | -0.4 | 6 | -1 | 14 | -14
CN(CC(=O)O/N=C(\N)c1ccccn1)S(=O)(=O)c1ccccc1 | 1 | 2 | -16 | 0 | -24 | -0.5 | -1 | -6 | -24 | 24
CCOc1ccc(N2CC(C(=O)Nc3ccccc3N3CCCC3)CC2=O)cc1 (configuration not stated) | -1 | 2 | -3 | 3 | 8 | -4.7 | 9 | 0 | 41 | -41
O=C(Nc1ccc(Cl)cc1)c1ccc(OC2CSC2)cc1 | 21* | 49 | -14 | -1 | -10 | -0.1 | 2 | nt | 7 | -7
COc1cc(N2CCCC2)c(OC)cc1/C=C(/C#N)c1cccc(Br)c1 | -8 | -4 | -7 | nt | 5 | -0.1 | -17 | 1 | 17 | -17
O=C(COc1ccccc1O)N1CCN(C(=O)c2ccco2)CC1 | 0 | 1 | 10 | 2 | -2 | -0.8 | 11 | -1 | -10 | 10
Cc1ccc(NC(=O)COC(=O)C2CCC(=O)N2)c([N+](=O)[O-])c1 (configuration not stated) | -3 | 9 | -14 | -2 | -17 | -2.3 | 0 | -5 | -2 | 2
O=[N+]([O-])c1ccc(O)c2ncccc12 | 0 | -45 | 1&-6 | nt | 109* | 0.0 | 3&3 | -1 | -9&-4 | 9&4
COc1cc(Nc2ccc(S(=O)(=O)N3CCN(C)CC3)cc2[N+](=O)[O-])cc(OC)c1 | -12 | -7 | -1 | 11 | 6 | 0.2 | -3 | 0 | 37 | -37
O=C(CSC1=NS(=O)(=O)c2cc(F)ccc2N1)NCc1ccc(F)cc1 | -3 | 15 | -15 | -1 | 5 | -1.9 | -2 | -3 | -13 | 13
Cc1nc(N2CCN(c3ccccn3)CC2)c2c(C)c(C(=O)Nc3c(F)cc(F)cc3Br)sc2n1 | 4 | 7 | -16 | -2 | -86 | -1.6 | -9 | -8 | 36 | -36
CC(=O)Cn1c(N2CCC(Cc3ccccc3)CC2)nc2c1c(=O)[nH]c(=O)n2C | -15 | -13 | 7 | 6 | -7 | -1.5 | 18 | 5 | nt | nt
CSc1ccc(C(=O)C2CCCN(Cc3cccn3-c3cccnc3)C2)cc1 (configuration not stated) | -4 | -13 | -15 | 1 | -5 | -1.0 | -13 | -5 | 2 | -2
COc1ccc(N(CC(=O)Nc2ccc(Cl)cc2)S(=O)(=O)c2c(C)n[nH]c2C)cc1 | -6 | 6 | -15 | 1 | 18 | -2.1 | -4 | -1 | 4 | -4
O=C(C1CCN(S(=O)(=O)c2ccccc2[N+](=O)[O-])CC1)N1CCOCC1 | -9 | -10 | -12 | -5 | -2 | -0.3 | nt | -1 | -12 | 12
COc1ccc(CCC2(C)NC(=O)N(C(C)C(=O)Nc3ccccc3F)C2=O)cc1 (configuration not stated) | 0 | -4 | -4 | 1 | 12 | -0.2 | 0 | -3 | 32 | -32
CCOC(=O)c1ccc(N2C(=O)C(O)=C(C(C)=O)C2c2ccc([N+](=O)[O-])cc2)cc1 (configuration not stated) | 0 | 3 | -4 | 4 | -43 | 0.2 | -10 | nt | -9 | 9
CC(=O)c1cccc(NC(=O)CNC(=O)Cc2cccc3ccccc23)c1 | -13 | -11 | 4 | 1 | -6 | -2.0 | 15 | -3 | -9 | 9
O=[N+]([O-])c1ccc(-c2ccc(/C=N/Nc3nc(NCc4ccccc4)nc(N4CCOCC4)n3)o2)cc1 | 21* | -75 | 1 | nt | -23 | -1.4 | -3 | -2 | 36 | -36
Cc1cc2c(NCC(C)O)ncnc2s1 (configuration not stated) | 2 | -6 | -3 | 0 | 3 | -1.1 | -2 | -3 | -22 | 22
O=C(Nc1cc(Cl)ccc1Cl)P(=O)(O)c1ccccc1 | 6 | 2 | -20 | -1 | -14 | -0.8 | -10 | -1 | -9 | 9
COc1cccc(CNC(=O)c2cc(=O)[nH]c3ccc(S(=O)(=O)N4CCOCC4)cc23)c1 | 2 | -4 | -6 | -2 | 3 | 1.7 | 2 | -5 | -15 | 15
CC1CCCCC1NC(=O)CSc1nnnn1-c1ccccc1 (configuration not stated) | 5 | 2 | -16 | 3 | 11 | nt | -1 | -5 | -10 | 10
CCCCNc1ccc(C(CC(N)=O)NC(=O)Cc2cccc3ccccc23)cc1[N+](=O)[O-] (configuration not stated) | 0 | -3 | -11 | nt | 1 | -1.0 | -6 | 3 | -8 | 8
CN(c1ccccc1)S(=O)(=O)c1ccc(NC(=S)Nc2ccccc2)cc1 | 1 | -1 | -14 | 2 | -33 | -1.9 | 9 | nt | -26 | 26
Cc1cc(OCC(=O)NCCO)ccc1Cl | 4 | nt | 2 | 0 | nt | nt | -6 | 3 | -10 | 10
COc1ccc(CC(=O)Nc2cc(S(=O)(=O)N3CCCCC3)ccc2C)cc1 | -6 | -4 | -14 | 12 | -58 | -0.3 | -2 | 4 | -3 | 3
CC(CNC(=O)CCC(=O)N1CCOc2ccccc21)c1ccccc1 (configuration not stated) | 0 | nt | 5 | nt | 21 | -0.4 | 26 | -3 | -3 | 3
COc1ccc(NC(=O)CN(C)C(=O)CC2CCCC2)cc1 | -4 | 0 | 8 | -6 | -2 | -2.8 | 11 | -2 | -25 | 25
O=C(COc1ccccc1)N1CCNC1=O | -1 | 4 | -8 | 5 | nt | -0.3 | -5 | nt | -6 | 6
CCCC1=NCCn2cccc21 | 3 | 3 | -10 | 2 | 14 | 0.5 | -4 | 6 | -24 | 24
O=c1c(-c2ccc(Br)cc2)[n+]([O-])c2ccccc2n1OCc1ccccn1 | -4 | 5 | 2 | -2 | 2 | -1.5 | -4 | -1 | -7 | 7
COc1cc(/C=C2/SC(=O)N(Cc3ccccc3)C2=O)ccc1OCc1ccncc1 | -15 | -1 | -3 | -1 | -5 | 0.4 | -2 | -3 | 2 | -2
COC(=O)N1C(=O)[C@](CC(C)C)(c2ccccc2)N1C(=O)OC | -3 | -55 | -18 | nt | 1 | 0.4 | 1 | -3 | -33 | 33
COc1ccc(Cc2nnc(NC(=O)CSc3ccc(C)cc3)s2)cc1 | -8 | -6 | -4 | 0 | -1 | 1.2 | 2 | 23 | -12 | 12
Cc1ccc(S(=O)(=O)N(C)C)cc1NC(=O)CSc1nc2ccccc2c(=O)n1CC1CCCO1 (configuration not stated) | -10 | 0 | -8 | -3 | -1 | -2.0 | 2 | -3 | -6 | 6
COc1ccccc1CN(Cc1nc2ccccc2c(=O)[nH]1)S(=O)(=O)c1ccc2ccccc2c1 | -6 | -42 | -9 | nt | nt | -2.6 | -5 | -4 | 25 | -25
Nc1c2c(nc3ccc(Br)cc13)N(c1ccccc1)CC2 | -31 | 39 | -6 | -3 | 3 | -0.9 | 23 | -6 | 67 | -67
CC(=O)c1ccc2c(ccc3ccccc32)c1 | -7 | 39 | -6 | -2 | 14 | -1.3 | -3 | 0 | -2 | 2
O=C(CSc1ccccc1F)NC(=O)c1ccccc1Br | -6 | 7 | -8 | -1 | nt | 0.6 | 15 | nt | -10 | 10

Following part:
SMILES | dFosB act | MITF act | PvdQ acylase | NSD2 inh | PfHsp90 yeast 2 | CAL PDZ FP-1 | Rtt109 HAT inh | CAL PDZ FP-2 | SR-BI HDL uptake | SR-BI DiI-HDL act
CCN(C(=O)COC(=O)CCS(=O)(=O)c1ccccc1)c1c(N)n(Cc2ccccc2)c(=O)[nH]c1=O | -1 | nt | -12 | 9 | -14 | 0.5 | 2 | -1 | -25 | 25
O=C(NCC1CCCO1)c1ccc(N2CCCCC2)nc1 (configuration not stated) | -1 | 36 | -1 | -3 | -8 | -2.0 | 6 | -2 | -19 | 19
O=C(NCCNC(=O)c1cc(OCC(F)(F)F)ccc1OCC(F)(F)F)Nc1ccccc1 | -7 | nt | -4 | -1 | -16 | 0.2 | -9 | -1 | 39 | -39
Fc1cc(Br)ccc1NC(=S)NCCc1ccccc1 | 1 | 58 | -20 | nt | nt | -1.1 | 5 | -1 | 18 | -18

Full records from above. Order of screens: dFosB act, MITF act, PvdQ acylase, NSD2 inh, PfHsp90 yeast 2, CAL PDZ FP-1, Rtt109 HAT inh, CAL PDZ FP-2, SR-BI HDL uptake, SR-BI DiI-HDL act
Results for O=C(NCCNC(=O)c1cc(OCC(F)(F)F)ccc1OCC(F)(F)F)Nc1ccccc1 → -7, nt, -4, -1, -16, 0.2, -9, -1, 39, -39
Results for O=[N+]([O-])c1ccc(-c2ccc(/C=N/Nc3nc(NCc4ccccc4)nc(N4CCOCC4)n3)o2)cc1 → 21*, -75, 1, nt, -23, -1.4, -3, -2, 36, -36
Results for O=C(NCC1CCCO1)c1ccc(N2CCCCC2)nc1 (configuration not stated) → -1, 36, -1, -3, -8, -2.0, 6, -2, -19, 19
